Growth percent in the NCI-60 one-dose screen (48 h, 10 µM unless noted): 100 = growth as untreated, 0 = no growth, -100 = all killed.
HL-60(TB): HL-60(TB) leukemia cells; AID 1794776; 78,000 compounds, 9% hits; active = growth percent below 10
Starred values were filed as active, the others as inactive; & = joins results of further samples; [ ] = dose if it differs, or a comment. The list is partial; count on the stated rates, not on these rows.

SMILES | HL-60(TB)
COc1ccc(-c2c(C#N)cnc(N)c2-c2nc3cc(C)c(C)cc3[nH]2)cc1 | 89.4
O=C(NNc1nc2cc(F)c(F)cc2n2cccc12)c1cccnn1 | -2.3*
Cc1ccnc(NS(=O)(=O)c2ccc(Nc3ccnc(SCC(=O)c4ccccc4)n3)cc2)n1 | 103.0
COc1ccc(Nc2nc(N)nc(CN3CC(C)CC(C)C3)n2)cc1 (stereo unspecified) | 90.2
COC(=O)C(Br)C(O)c1ccc(OC)c(OC)c1 (stereo unspecified) | 106.2
O=C(/C=C/c1cn(-c2ccccc2)nc1-c1ccccc1)OCc1cn(-c2ccc(F)cc2)nn1 | 71.7
CCN(CC)CCOc1ccc(Nc2ncc3cc(-c4c(Cl)cccc4Cl)c(=O)n(CCOC)c3n2)cc1 | -19.2*
F[C@@H]1CCO[C@H](c2ccc3ccccc3c2)C1 | 118.2
COc1cc(C)c(-c2ccc(=O)c(OC)cc2C)c(OC)c1OC | 81.3&95.4
O=c1c(O)c(-c2cccc(O)c2)oc2ccccc12 | 88.1
CC(=O)c1cc2c(N)c(C(=O)Nc3ccc4c(c3)OCCO4)sc2nc1C | 91.5
CN(C)CCCOc1ccc(C(=C(c2ccccc2)C2CCCC2)c2ccc(OCCCN(C)C)cc2)cc1 | -57.1*
FC(F)(F)c1ccc(-c2nn[nH]n2)cc1 | 96.7
COc1ccccc1N1CCNCC1 | 85.3
O=C(O)/C=C/C(=O)Nc1ccc(Cl)c(Cl)c1 | 108.7
N=C(N)c1ccc(-c2ccc(-c3cc(Cl)cc(Cl)c3)s2)s1 | -67.9*
COc1cc(/C=N/NC(=O)COc2ccc3c(C)c(Cc4ccccc4)c(=O)oc3c2C)cc(OC)c1OC | 101.7
Cc1cc(C)c2c(c1)N(C)c1ncnc(-n3cnc4cc(C)ccc43)c1CC2C (stereo unspecified) | 11.1
COc1cc(-c2nc3sccn3c2-c2ccnc(NCCNS(=O)(=O)c3ccc(F)cc3)n2)ccc1F | -17.4*
Cc1oc2ncnc(Nc3cccc(Cl)c3)c2c1CO | 54.0

Overlap with the part before: four entries; new compounds follow.
SMILES | HL-60(TB)
COc1cc(/C=N/NC(=O)COc2ccc3c(C)c(Cc4ccccc4)c(=O)oc3c2C)cc(OC)c1OC | 101.7
Cc1cc(C)c2c(c1)N(C)c1ncnc(-n3cnc4cc(C)ccc43)c1CC2C (stereo unspecified) | 11.1
COc1cc(-c2nc3sccn3c2-c2ccnc(NCCNS(=O)(=O)c3ccc(F)cc3)n2)ccc1F | -17.4*
Cc1oc2ncnc(Nc3cccc(Cl)c3)c2c1CO | 54.0
C=CS(=O)(=O)c1ccc(Nc2cc(S(=O)(=O)O)c(N)c3c2C(=O)c2ccccc2C3=O)cc1 | 94.4
NC(=N\N=C\c1cc(Cl)ccc1O)/C(N)=N/N=C/c1cc(Cl)ccc1O | 103.8
O=C1NN(c2ccccc2)C(c2cccnc2)=N/C1=C\c1ccc(Cl)cc1 | 107.2
O=C1c2cc(Br)ccc2Oc2cc([N+](=O)[O-])ccc2N1c1ccc(Cl)cc1F | 92.9
C=C1CC2C(CC[C@]3(C)C(=O)CCC23)[C@@]2(C)C=CC(=O)C=C12 (stereo partly specified) | 108.8
c1ccc2c(Cn3cc(CSc4nc5ccccc5s4)nn3)cccc2c1 | 103.4
O=c1ccc2nc(-c3ccccc3)nn(-c3ccccn3)c-2c1 | -28.1*
Cc1ccc(-n2nnc(C(=O)O)c2-c2ccc3c(c2)OCO3)cc1 | 90.5
Cc1ccc(S(=O)(=O)Nc2ccccc2/C=N/NC(=O)c2ccncc2)cc1 | 83.6
O=C1CC(c2cc3ccc4ccccc4c3[nH]c2=O)Nc2ccccc21 (stereo unspecified) | 100.2
CN=c1scc(-c2ccc(Br)cc2)n1NC(=O)Cn1nc(-c2ccccc2)ccc1=O | 59.1
O=C(O)c1nc(-c2cccc(Br)c2)nc2c(F)cccc12 | 103.8
Cc1cccc(-c2cccc(C)n2)n1 | 89.6
C=CC[n+]1c(C)ccc2ccccc21 | 88.2
Cn1c(=O)c2c(nc3n2CCCN3CCc2ccccc2)n(C)c1=O | 110.3
COc1ccc(C/C(C)=C(\c2ccc(Cl)cc2)c2ccc(OCCN)cc2)cc1 | 99.5
Cc1c(C(N)=O)cc([N+](=O)[O-])cc1[N+](=O)[O-] | 85.1
CC(C)(C)c1ccc(C(=O)Nc2ccc(S(N)(=O)=O)cc2)cc1 | 84.8
CN(C)C(=O)Nc1ccc(Cl)c(Cl)c1 | 69.6
COc1ccc(/C=C2\C(=O)N=C3N2NC(=O)N3c2ccccc2)cc1 | 99.4
COc1ccc(-c2cc(-c3ccc(NC(=O)CSc4nc5ccccc5c(=O)n4-c4ccccc4)cc3)nc(N)c2C#N)cc1 | 97.5
c1ccc2c(OCc3nc4ccccc4[nH]3)cccc2c1 | 77.9
COc1ccc2cc(C(C)NC(=O)Nc3ccc(S(=O)(=O)Nc4ccccn4)cc3)ccc2c1 (stereo unspecified) | 120.0
COc1cccc(Nc2nc(N)c3ccccc3n2)c1 | 101.3
COc1cc2nc(-c3ccc(Cl)cc3)cc(OCCN3CCCCC3)c2cc1OC | 86.0
NC(=O)OCCn1cc(-c2nc(-c3c[nH]c4ncccc34)cs2)c2ccccc21 | 6.1*
CCCOc1ccn2c(C(C)=O)cc(-c3ccccc3S(C)(=O)=O)c2c1 | 88.3
Nc1cnc(C(=O)NNc2nc3cc(F)ccc3n3cccc23)cn1 | 12.1
CC(=O)Nc1cccc(F)c1 | 104.2
N=C(N)SC(c1ccccc1)c1ccccc1 | 90.6
O=C(N/N=C/C(O)C1OC(=O)C(O)C1O)c1ccncc1 (stereo unspecified) | 95.1
O=[N+]([O-])c1ccc(N=Nc2ccc(O)c3c(O)cc(S(=O)(=O)O)cc23)cc1S(=O)(=O)O | 95.7
Oc1ccccc1CC=NC1CCCCC1 | 35.5
COc1cc(NCCN=C(N)NC(N)=NC(C)C)c2ncccc2c1 | 74.8
COc1cc(-c2nc3cc(Cl)c(Cl)cc3[nH]2)ccc1OCC(=O)N=Nc1c(O)[nH]c2ccc(Cl)cc12 | -32.7*
COC(=O)c1c(C(=O)OC)c(-c2ccc(Cl)c(Cl)c2)n2c1CCC2 | 92.3
COC1=C(OC)C(=O)C(CCCCCCCCCCO)=C(C)C1=O | 76.8
CCCCCc1ccc(S(=O)(=O)Nc2cccc(-c3csc(N)n3)c2)cc1 | 76.6
Cc1ccc(-c2cc3nc(C(Cl)Cl)nc(-c4ccc(S(=O)(=O)N(C)C)cc4)n3n2)cc1 | 74.9
O=C(CSc1cc[n+](CCCF)c2ccccc12)n1ccc2ccccc21 | 107.2
O=CN1N=C(c2ccc(Nc3nc(NCCO)nc(NCCO)n3)cc2)CC1c1ccc(C(F)(F)F)cc1 (stereo unspecified) | 101.8
O=C1C(Cc2ccccc2)C(=O)N(Cc2ccccc2)C(=O)N1Cc1ccccc1 | 116.3
CC(C)c1ccc([N+](=O)[O-])cc1 | 104.8
Cc1ccccc1NN | 133.3
Cc1cnc2c(=O)n(C)c(=O)n(C)c2n1 | 91.4
COc1ccc(Cl)cc1NC1=N[C@]23CC(=O)CC[C@]2(C)[C@H]2CC[C@]4(C)C(=O)CC[C@H]4[C@@H]2C[C@@H]3S1 | 93.1
Nc1cc(Cl)ccc1Nc1ccccc1 | 56.8
O=C1CC2C=CCN2C=C1c1ccc(F)cc1 (stereo unspecified) | 108.3
CC(=O)C(C)(C)Cc1cc(C(C)(C)CC=O)on1 | 105.1
O=C(NC(C(=O)c1ccccc1)c1ccccc1)c1ccccc1 (stereo unspecified) | 98.8
COc1cc2c(c(OC)c1OC)C(=O)CC(c1cccc(NC(=O)CNC(=O)OC(C)(C)C)c1)O2 (stereo unspecified) | 101.9
C=C(CBr)[C@@H]1CC[C@]2(C(=O)OC)CC[C@]3(C)[C@H](CC[C@@H]4[C@@](C)(CCC#N)[C@H](C(=C)CBr)CC[C@]43C)[C@@H]12 | 82.8
N#Cc1c(-c2cccc([N+](=O)[O-])c2)cc(-c2ccc(Nc3nc(Nc4ccc(F)cc4)nc(Nc4ccc(F)cc4)n3)cc2)nc1N | 28.1
CC(C)(C)n1cc(-c2ccnc(NCCNS(=O)(=O)c3cccc4ccccc34)c2)c(-c2cccc(F)c2)n1 | -52.3*
CSc1nc(Nc2cccc(NC(=O)/C(C#N)=C/c3ccc(Cl)cc3)c2)c(C#N)c(-c2cccc([N+](=O)[O-])c2)n1 | 101.7
O=C(C(=Cc1ccccc1)C(=O)c1ccccc1)c1ccccc1 | 109.8&13.0
COc1cc(NCCCCCCCNC(C)C)c2nccc(C)c2c1 | 102.2&75.1
Nc1cc(-c2c[nH]c3ccc(F)cc23)nc2cc(-c3c[nH]c4ccccc34)nn12 | -0.1*
Oc1ccccc1-c1n[nH]c(/C=C/c2ccc(Br)cc2)n1 | 69.4
COc1ccc2c(/C=C3/C(=O)NC(=S)NC3C)cc(=O)oc2c1 (stereo unspecified) | 90.5

Next entries follow:
SMILES | HL-60(TB)
CC(C)=CCC[C@H](C)c1ccc(C)c2c1OCN(CCO)C2 | 90.8
COc1ccc(C(=O)CSC(=S)N2CCCCC2)cc1 | 82.9
O=C(Nc1nc2cccc(-c3ccc(CN4CCS(=O)(=O)CC4)cc3)n2n1)C1CC1 | 66.4
N#CCCCCN1CCCC1 | 92.8
CO[C@H](C(=O)[C@@H](O)[C@@H](C)O)[C@@H]1Cc2cc3cc(O[C@H]4C[C@@H](O[C@H]5C[C@@H](O)[C@H](O)C(C)O5)[C@H](O)C(C)O4)c(C)c(O)c3c(O)c2C(=O)[C@H]1O[C@H]1C[C@@H](O[C@H]2C[C@@H](O[C@H]3C[C@](C)(O)C(=O)C(C)O3)[C@@H](O)C(C)O2)[C@H](O)C(C)O1 (stereo partly specified) | 2.3*
O=C(NCc1ccccc1)c1cccnc1 | 86.8
CCCCC(CC)(CO)CO | 109.7
C#Cc1cccc(NC(=O)Nc2ccc(N=C=S)cc2)c1 | 86.9[8.25 µM]
CCOC(COC(=O)c1ccccc1C(=O)O)c1ccccc1 (stereo unspecified) | 66.2
COc1c(Cl)cc(Cl)c(Cl)c1Cc1c(O)c(Cl)cc(Cl)c1Cl | 100.4
CCC/C=C/C=N/NC(=S)Nc1ccccc1 | 96.1
COc1ccc(NC(=O)NCCO)cc1 | 102.2
COc1cc([N+](=O)[O-])c2nc(/C=N/NC(N)=S)ccc2c1 | 69.3
C#C[C@@]1(O)[C@@H](CO)O[C@@H](n2cc(Br)c3c(Cl)ccnc32)[C@@H]1O | -46.5*
c1cc(OCC2CO2)cc(OCC2CO2)c1 (stereo unspecified) | 59.3
CCCCCC(=C/c1ccccc1)/C=N/N=C(N)N | -30.2*
Cc1cc(N=Nc2ccc(N=Nc3ccc(O)c(C(=O)O)c3)cc2)c(N)cc1N | 103.8
Cc1ncc(O)c(CO)c1O | 93.9
N#CCCNc1cccc2ccccc12 | 122.5
Cc1c(NC(=O)c2sc3nc4c(cc3c2N)CN(Cc2ccccc2)CC4)cccc1C(F)(F)F | 3.2*
CCn1cc(-c2nc(N)[nH]c(=O)c2C#N)c(-c2ccc(Br)cc2)n1 | 103.5
CCCCNC(=O)NS(=O)(=O)c1ccc(N2N=C(c3ccc(C)cc3C)CC2c2ccc(C)cc2)cc1 (stereo unspecified) | 73.7
Nc1nc(N)nc(N[C@@H]2C[C@H](CO)[C@@H](O)[C@H]2O)n1 | 97.5
Cc1cc(C)c(Cc2c(C)cc(C)cc2C)c(C)c1 | 122.8
O=C1/C(=C/c2ccc3c(c2)OCO3)SC(=S)N1C1c2ccccc2Oc2ccccc21 | 86.1
Nc1nc(N)c(N=O)c(Nc2ccc(Cl)c(Cl)c2)n1 | 54.1
N#CCc1nc2ccccc2[nH]1 | 108.2
COc1cc(C2N(c3ccccc3)NC(=O)[C@H]3CCCN23)cc(OC)c1OC (stereo partly specified) | 86.9
Cc1sc2nc(CSc3nnc(-c4ccco4)o3)[nH]c(=O)c2c1C | 68.6
C[C@@H](CO)[C@@H]1CCC=C2CC[C@]3(C)[C@H](CC[C@@H]4[C@@]5(C)CCCNC(C)(C)[C@@H]5CC[C@]43C)[C@H]21 | -6.2*
COc1ccc(C(=O)COc2ccc(/C=C3\Oc4ccc(Cl)cc4C3=O)cc2)cc1 | 16.5
O=C(CSc1nc2ccccc2c(=O)[nH]1)Nc1ccccc1C(=O)O | 103.0
Cc1ccc2c(C3C(C#N)=C(N)Oc4n[nH]c(C)c43)cc(=O)oc2c1 (stereo unspecified) | 97.1
C#C[C@@]1(O)[C@@H](CO)O[C@@H](n2cc(Cl)c3c(N)ncnc32)[C@@H]1O | -56.8*
Nc1nn(C(=O)c2cccnc2)cc1-c1ccccc1 | 129.8
CC(C)c1ccc(Cn2cc(CSc3nc4ccccc4o3)nn2)cc1 | 106.8
Cc1ccc(/C=C2/SC(=O)N(CCCC(=O)N3CCN(c4cc5c(cc4F)c(=O)c(C(=O)O)cn5C4CC4)CC3)C2=O)cc1 | 93.8
O=C(NCCc1ccccc1)Nc1ccccc1Cl | 94.3
CCNc1nc2c(s1)C1=CC[C@@H]3[C@H](CC[C@]4(C)C(=O)CC[C@@H]34)[C@@]1(C)CC2 | 102.2
O=C1/C(=C/c2ccc(N3CCN(Cc4ccccc4)CC3)cc2)Oc2cc(O)ccc21 | 90.5

Pulled by structure from the entries so far (two):
SMILES | HL-60(TB)
Nc1nc(N)c(N=O)c(Nc2ccc(Cl)c(Cl)c2)n1 | 54.1
Cc1cc(C)c(Cc2c(C)cc(C)cc2C)c(C)c1 | 122.8

Further structures follow.
SMILES | HL-60(TB)
C=CCOc1c(CCC)cc(C#N)cc1CCC | 99.7
CO[C@H]1NC(=O)N(S(=O)(=O)c2ccc3ccccc3c2)[C@@H]1OC | 108.9
Nc1nc(=O)n(C2CC(O)C(CO)O2)cc1Br (stereo unspecified) | 86.5
CC1(C)CC(=O)C2=C(C1)N(c1ccc(F)cc1F)C(N)=C(C#N)C2c1cc(Cl)ccc1Br (stereo unspecified) | 99.9
c1ccc2nc(NN=C3CCCCC3)ccc2c1 | 109.5
[O-]/[N+](=C/c1ccc(OCc2cn(Cc3ccccc3)nn2)cc1)c1ccccc1 | 97.7
